# Screening data (PubChem)
# Myeloid diff 2: compounds promoting myeloid differentiation; ER-HoxA9 myeloid progenitors, lysozyme-GFP differentiation, flow cytometry; calls only at 10 µM; 360,000 compounds, 1% hits;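 active = normalized GFP-positive differentiation at or above the plate's own cutoff, the solvent-only control mean plus 3 SD; inconclusive = no clear call, values can overlap the other calls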;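 also: cells exposed to compound for four days before flow analysis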
# Myeloid diff 2 GFP+ MAC1+ %: recorded beside Myeloid diff 2, whose call it bears; GFP+ MAC1+ double positive, %; measured here: differentiation confirmed by MAC1 staining
# * hit, by the source's call; i = inactive; u = inconclusive; x = not tested or not shown; + = active, no number.
# Sample of the layout:
1) CC1CCCCC1NC(=O)CN1CCC(NC(=O)C(C)(C)C)CC1 (configuration not stated)
2) Cc1ccc(S(=O)(=O)CCC(=O)OCCOc2ccc(Br)cc2)cc1
3) Cc1ccc(S(=O)(=O)N2C[C@H]3[C@H]4C(=O)N(c5ccccc5)C(=O)[C@H]4CC(=O)[C@H]3[C@@H]2c2ccccc2F)cc1
4) COc1cc(-c2cc3nc(NC4CCCCC4)ccn3n2)cc(OC)c1OC
5) CCCCNC(=O)C1(C)CCCCN1C(=O)c1oc2ccccc2c1C (configuration not stated)
6) Fc1cccc(Cc2c(-c3cccc(Br)c3)nc3ccc(Br)cn23)c1
7) Cc1ccc2nc(SCC(=O)N3N=C(c4cccs4)CC3c3ccc(F)cc3)nc(=O)n2c1 (configuration not stated)
8) Cc1nc2ccc(C(=O)Nc3ccc4c(c3)OCC(=O)N4)cn2c1N(C)C(=O)CCc1ccccc1
9) c1ccc(COc2ncnc3c2ncn3CCCNCCN2CCOCC2)cc1
10) CC1CC(C)CN(S(=O)(=O)c2ccc(C(=O)OCC(=O)Nc3ccccc3)cc2)C1 (configuration not stated)

compound no. | 1 | 2 | 3 | 4 | 5 | 6 | 7 | 8 | 9 | 10
Myeloid diff 2 | i | i | i | i | i | i | i | i | i | i
Myeloid diff 2 GFP+ MAC1+ % | 0.9 | 0.3 | 0.7 | 0.4 | 1.1 | 0.3 | 0.1 | 0.9 | 0.4 | 0.8

11) O=C(COn1nnc2ccc(Cl)cc21)NC1CCS(=O)(=O)C1 (configuration not stated)
12) CCCCN(C=O)c1c(CC)nc2c(OCC(=O)N3CCOCC3)cccn12
13) CCCCNC(=O)C1(C)CCCCN1C(=O)c1c(C)noc1C (configuration not stated)
14) OC[C@@H]1CN(Cc2cccs2)C[C@H](n2cnc3c(N4CCCC4)ncnc32)O1
15) O=C(Cc1cccc(NC(=O)C2CCCN(C(=O)C3CCCC3)C2)c1)Nc1cccc(C(=O)N2CCCCC2)c1 (configuration not stated)
16) O=C(Nc1ccc2c(c1)OCCO2)C(CCc1ccccc1)N1CCC(Cc2ccccc2)CC1 (configuration not stated)

compound no. | 11 | 12 | 13 | 14 | 15 | 16
Myeloid diff 2 | i | i | i | i | i | i
Myeloid diff 2 GFP+ MAC1+ % | 0.7 | 0.9 | 1.0 | 0.3 | 0.3 | 0.3

# The list itself, from the first entry:
1) CC1CCCCC1NC(=O)CN1CCC(NC(=O)C(C)(C)C)CC1 (configuration not stated)
2) Cc1ccc(S(=O)(=O)CCC(=O)OCCOc2ccc(Br)cc2)cc1
3) Cc1ccc(S(=O)(=O)N2C[C@H]3[C@H]4C(=O)N(c5ccccc5)C(=O)[C@H]4CC(=O)[C@H]3[C@@H]2c2ccccc2F)cc1
4) COc1cc(-c2cc3nc(NC4CCCCC4)ccn3n2)cc(OC)c1OC
5) CCCCNC(=O)C1(C)CCCCN1C(=O)c1oc2ccccc2c1C (configuration not stated)
6) Fc1cccc(Cc2c(-c3cccc(Br)c3)nc3ccc(Br)cn23)c1
7) Cc1ccc2nc(SCC(=O)N3N=C(c4cccs4)CC3c3ccc(F)cc3)nc(=O)n2c1 (configuration not stated)
8) Cc1nc2ccc(C(=O)Nc3ccc4c(c3)OCC(=O)N4)cn2c1N(C)C(=O)CCc1ccccc1

compound no. | 1 | 2 | 3 | 4 | 5 | 6 | 7 | 8
Myeloid diff 2 | i | i | i | i | i | i | i | i
Myeloid diff 2 GFP+ MAC1+ % | 0.9 | 0.3 | 0.7 | 0.4 | 1.1 | 0.3 | 0.1 | 0.9

9) c1ccc(COc2ncnc3c2ncn3CCCNCCN2CCOCC2)cc1
10) CC1CC(C)CN(S(=O)(=O)c2ccc(C(=O)OCC(=O)Nc3ccccc3)cc2)C1 (configuration not stated)
11) O=C(COn1nnc2ccc(Cl)cc21)NC1CCS(=O)(=O)C1 (configuration not stated)
12) CCCCN(C=O)c1c(CC)nc2c(OCC(=O)N3CCOCC3)cccn12
13) CCCCNC(=O)C1(C)CCCCN1C(=O)c1c(C)noc1C (configuration not stated)
14) OC[C@@H]1CN(Cc2cccs2)C[C@H](n2cnc3c(N4CCCC4)ncnc32)O1
15) O=C(Cc1cccc(NC(=O)C2CCCN(C(=O)C3CCCC3)C2)c1)Nc1cccc(C(=O)N2CCCCC2)c1 (configuration not stated)
16) O=C(Nc1ccc2c(c1)OCCO2)C(CCc1ccccc1)N1CCC(Cc2ccccc2)CC1 (configuration not stated)

compound no. | 9 | 10 | 11 | 12 | 13 | 14 | 15 | 16
Myeloid diff 2 | i | i | i | i | i | i | i | i
Myeloid diff 2 GFP+ MAC1+ % | 0.4 | 0.8 | 0.7 | 0.9 | 1.0 | 0.3 | 0.3 | 0.3

17) CCCc1nc2c3ccccc3ccn2c1Cc1ccc(OC)cc1C
18) COc1ccc(S(=O)(=O)N2CCCCC2)cc1NC(=O)c1cccc(S(=O)(=O)N2CC(C)OC(C)C2)c1 (configuration not stated)
19) Cn1c(=O)oc2ccccc2c1=O
20) O=C1NC[C@@H](CCCCN2C[C@H](Cc3ccc(O)cc3)N(CCc3ccc(O)cc3)C(=O)C2=O)N(CCc2ccccc2)C1=O
21) O=C(NCCO)OC1CC2CC1[C@H]1CCCCN1C2=O (some centres not stated)
22) CC(=O)Nc1ccc(C=NNc2nnc(NN=Cc3ccc(NC(C)=O)cc3)c3ccccc23)cc1
23) C[C@H](CO)N1C[C@H](C)[C@H](CN(C)C(=O)Nc2ccc(C(F)(F)F)cc2)Oc2ncc(Br)cc2C1=O
24) COc1ccc2[nH]c3c(c2c1)CCN1C(=O)C(CC(=O)NCCCn2ccnc2)C[C@H](C(=O)N(C(C)C)C(C)C)[C@@]31C (some centres not stated)

compound no. | 17 | 18 | 19 | 20 | 21 | 22 | 23 | 24
Myeloid diff 2 | + | i | i | i | i | i | i | i
Myeloid diff 2 GFP+ MAC1+ % | 1.7* | 1.4 | 1.1 | 1.6 | 1.1 | 0.9 | 0.5 | 0.2

25) CC1(C(=O)NCc2ccccc2)CN(S(C)(=O)=O)CC(=O)N1CCCn1ccnc1 (configuration not stated)
26) Cc1ccc(Cc2c(C3CCCCC3)nc3c(C)cc(Br)cn23)cc1
27) Nc1nc(=O)c2ccccc2s1
28) COc1ccc(-c2coc3cc(OC4OC(CO)C(O)C(O)C4O)cc(O)c3c2=O)cc1 (configuration not stated)
29) Nc1cccc2c(O)cc(S(=O)(=O)O)cc12
30) O=C(Cc1cccc(NC(=O)C2CCCN(C(=O)CCc3ccccc3)C2)c1)Nc1ccc(C(=O)N2CCCCC2)cc1 (configuration not stated)
31) CC(C)(C)c1ccc(S(=O)(=O)NC(=O)C2(C)CCN2C(=O)Cc2cc(F)ccc2F)cc1 (configuration not stated)
32) COC(=O)[C@]12CCCCC=C1N(Cc1cccc3ccccc13)C(=O)[C@H](CC(=O)NCCc1ccccc1OC)C2

compound no. | 25 | 26 | 27 | 28 | 29 | 30 | 31 | 32
Myeloid diff 2 | i | i | i | i | i | i | i | i
Myeloid diff 2 GFP+ MAC1+ % | 4.3 | 1.0 | 1.6 | 1.5 | 2.9 | 0.5 | 0.4 | 1.3

33) CCCn1c(=S)[nH]c2cc(C(=O)N3CCN(c4ccccc4)CC3)ccc2c1=O
34) Cc1cccc(C)c1OCC(=O)Nc1cccc(S(=O)(=O)N2CCCCCC2)c1
35) CC(=O)OC1CCC2C3CCC4=C(CC(F)C(=O)C4)C3CCC12C (configuration not stated)
36) C[C@H]1CN([C@@H](C)CO)C(=O)CCCn2cc(nn2)CO[C@@H]1CN(C)S(=O)(=O)c1ccccc1C#N
37) OC(c1ccccc1)C(Nc1ccccn1)c1ccccc1 (configuration not stated)
38) CN(C)CCNc1ncnc2c1ncn2[C@H]1CN(Cc2ccccc2)C[C@@H](CO)O1
39) C[C@H]1CN([C@@H](C)CO)C(=O)CCCn2cc(nn2)CO[C@@H]1CN(C)C(=O)Cc1ccccc1
40) CCn1c2ccccc2nc2cc3c(cc21)c(Cl)c(=O)c1ccccc13

compound no. | 33 | 34 | 35 | 36 | 37 | 38 | 39 | 40
Myeloid diff 2 | i | i | i | u | i | i | i | u
Myeloid diff 2 GFP+ MAC1+ % | 0.0 | 0.1 | 0.5 | x | 0.7 | 0.8 | 0.6 | x

41) CN(C)CCN1CCN(C2CN(C3CCCCC3)S(=O)(=O)C2)CC1 (configuration not stated)
42) O=C1c2ccccc2S(=O)(=O)N1CCCN1C(=O)c2ccccc2S1(=O)=O
43) CC(O)(c1cccnc1)c1nc(-c2ccoc2)cs1 (configuration not stated)
44) O=c1[nH][nH]c2c1[C@H](CCc1cccc(Cl)c1)O[C@H](C1CCCC1)C2
45) O=C(NCCc1cccs1)c1ccc(CS(=O)Cc2cccc(Cl)c2)o1 (configuration not stated)
46) Cc1ccc(C)c(C(O)c2ncc(-c3cccc4ccccc34)[nH]2)c1 (configuration not stated)
47) O=C(Nc1ccc(OCCO)cc1)c1csc([C@H]2C[C@H](O)[C@@H](CO)O2)n1
48) Cc1ccc(S(=O)(=O)Nc2ccc3c(c2)C(=O)N([C@@H](C)CO)C[C@@H](C)[C@@H](CN(C)C(=O)NC2CCCCC2)OCCCC[C@H](C)O3)cc1

compound no. | 41 | 42 | 43 | 44 | 45 | 46 | 47 | 48
Myeloid diff 2 | i | i | i | i | i | i | i | i
Myeloid diff 2 GFP+ MAC1+ % | 1.0 | 0.8 | 1.2 | 0.7 | 1.2 | 0.8 | 1.0 | 1.0

49) COC(=O)/C=C1\OCc2ccccc21
50) CCNC(=O)C1(C)CCCN(C(=O)c2nc3ccccc3s2)C1 (configuration not stated)
51) COc1ccc(Br)c(C(=O)N2CCCC2(C)C(=O)NCC(C)C)c1 (configuration not stated)
52) COC(=O)c1cc(=O)nc(NN=Cc2ccc(C)cc2)s1
53) Cc1ccc(C)c(OCC(=O)OCc2csc(CC(=O)Nc3ccccc3C)n2)c1
54) COc1ccc(C(=O)Nc2nc(CC(=O)NCc3c(F)cccc3F)cs2)cc1
55) O=C(C(Br)=Cc1ccccc1)c1ccccc1
56) Cc1cccnc1C(NC(=O)C1CCN(Cc2ccc(Cl)c(Cl)c2)CC1)c1ccc(Cl)cc1 (configuration not stated)

compound no. | 49 | 50 | 51 | 52 | 53 | 54 | 55 | 56
Myeloid diff 2 | i | i | i | i | i | i | u | i
Myeloid diff 2 GFP+ MAC1+ % | 2.6 | 0.9 | 1.8 | 1.1 | 0.9 | 0.4 | x | 0.8

# Records 55 to 56, quoted:
55) O=C(C(Br)=Cc1ccccc1)c1ccccc1
56) Cc1cccnc1C(NC(=O)C1CCN(Cc2ccc(Cl)c(Cl)c2)CC1)c1ccc(Cl)cc1 (configuration not stated)

compound no. | 55 | 56
Myeloid diff 2 | u | i
Myeloid diff 2 GFP+ MAC1+ % | x | 0.8

# The results go on:
57) COCCCNc1ccn2nc(-c3ccccc3)cc2n1
58) O=C1Nc2c(Cl)cc(Cl)cc2C1=O
59) CCc1nc2c(OCCOc3ccc(F)cc3)cccn2c1N(C)C(=O)c1ccccc1F
60) COc1ccc(C(=O)NCCCNc2nc3cc(C)cc(C)c3cc2C#N)cc1
61) COc1ccc(N(CC(=O)NCc2cccs2)S(=O)(=O)c2ccc(C(C)=O)cc2)cc1
62) COc1ccc(-c2noc(CCC(=O)N3CCN(c4cccc(F)c4)CC3)n2)cc1
63) Cc1ccc(S(=O)(=O)N(C)[C@H]2C[C@H]3c4[nH]c5ccccc5c4CCN3C[C@H]2[C@H](C)O)cc1
64) COc1ccc(S(=O)(=O)N2CCC[C@H]2C(=O)N2CCC[C@H]2C(=O)NCc2ccccn2)cc1C

compound no. | 57 | 58 | 59 | 60 | 61 | 62 | 63 | 64
Myeloid diff 2 | i | i | i | i | i | i | i | i
Myeloid diff 2 GFP+ MAC1+ % | 0.8 | 1.1 | 0.6 | 0.3 | 0.6 | 0.6 | 0.1 | 0.6

65) C[C@@H](O)CNC(=O)c1[nH]cnc1C(=O)Nc1ccc(CNC(=O)OC(C)(C)C)cc1
66) Nn1c(Cc2ccccc2)nnc1Cc1ccccc1
67) O=C(CN1CCN(C2CCS(=O)(=O)C2)CC1)N1N=C(c2ccc(Cl)cc2)CC1c1ccco1 (configuration not stated)
68) O[C@@H]1CN(CC2CCCCC2)[C@@H](c2ccc(Cl)cc2)C[C@H]1n1cc(C2CC2)nn1
69) CC(C)C(=O)N1CCCCCCN1C(=O)C(C)C
70) Cc1ccc(S(=O)c2ccc([N+](=O)[O-])c3nonc23)cc1 (configuration not stated)
71) O=C(O)CC(CC(=O)O)n1cccc1
72) CC1(C(=O)NS(=O)(=O)c2cccc(Cl)c2)CCN1C(=O)c1cccc(F)c1 (configuration not stated)

compound no. | 65 | 66 | 67 | 68 | 69 | 70 | 71 | 72
Myeloid diff 2 | i | i | i | i | i | i | i | i
Myeloid diff 2 GFP+ MAC1+ % | 0.6 | 0.7 | 0.3 | 1.1 | 1.1 | 0.3 | 0.6 | 1.8

73) COCCNC(=O)C1(C)CCN(Cc2csc(-c3ccc(Cl)cc3)n2)C1 (configuration not stated)
74) CC[C@]1(C(=O)OC)[C@H]2C(=O)N(Cc3ccccc3)C(=O)[C@H]2[C@H]2CN(C)C(=NCc3ccccc3)N21
75) OCCNc1ncnc2c1ncn2[C@H]1CN(Cc2cccs2)C[C@@H](CO)O1
76) OC(c1ccccc1)(c1ccccc1)c1nccc2ccccc12

compound no. | 73 | 74 | 75 | 76
Myeloid diff 2 | i | i | i | i
Myeloid diff 2 GFP+ MAC1+ % | 1.3 | 0.6 | 0.5 | 1.0

# A portion of the library, so the mix of outcomes need not match the whole.
